# Vif-APOBEC3F blk = qHTS for Inhibitors of Vif-A3F Interactions: qHTS. 0.2% of 390,000 active. HeLa A3F-eYFP + Vif (tagged APOBEC3F with the HIV-1 protein that degrades it), YFP fluorescence increase. Potency, µM (series often up to 46.1 µM), without a hit: top-dose activity, negative = active. AID 602313, 2012; also: % of control where 0% means no effect; nearly all actives have a fitted effect of over 65% in size
#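 HeLa cells stably expressing A3F-eYFP plus Vif, plated and incubated overnight at 37 deg C, then exposed to compounds overnight at 37 deg C. Blocked degradation read as raised yellow fluorescence (Ex 488/Em 500-530).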
# mIDH1 inhibitor = qHTS for Inhibitors of mutant isocitrate dehydrogenase 1 (IDH1): qHTS | IDH1-R132H enzyme, NADPH consumption, diaphorase/resazurin fluorescence | Potency, µM (series often up to 76.6 µM), for the others: at the highest dose activity change, negative = inhibition, most hits filed as inhibitors | 0.093% of 390,000 active | AID 602179, 2012; also: % is scaled to controls: 0 for no effect and ±100 for the full control effect; nearly all actives have a fitted effect of over 65% in size
#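 IDH1-R132H (0.5 ug/mL dispensed) in pH 7.5 Tris buffer was preincubated 30 min with compound, then given a substrate mix of 0.016 mM NADPH and 2 mM alpha-KG for 80 min at room temperature; remaining NADPH was read by diaphorase/resazurin fluorescence.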
# TrxR1 substrate = qHTS Assay for Substrates of Mammalian Selenoprotein Thioredoxin Reductase 1 (TrxR1): qHTS; 0.01% of 390,000 active; Potency, µM (top dose mostly 114 µM), inactives show at the highest dose activity change, negative = substrate turnover; purified TrxR1 substrate turnover, NADPH consumption readout; also: % is scaled to controls: 0 for no effect and ±100 for the full control effect; nearly all actives have a fitted effect of over 50% in size
# Target sequence (O89049 whole entry, looked up): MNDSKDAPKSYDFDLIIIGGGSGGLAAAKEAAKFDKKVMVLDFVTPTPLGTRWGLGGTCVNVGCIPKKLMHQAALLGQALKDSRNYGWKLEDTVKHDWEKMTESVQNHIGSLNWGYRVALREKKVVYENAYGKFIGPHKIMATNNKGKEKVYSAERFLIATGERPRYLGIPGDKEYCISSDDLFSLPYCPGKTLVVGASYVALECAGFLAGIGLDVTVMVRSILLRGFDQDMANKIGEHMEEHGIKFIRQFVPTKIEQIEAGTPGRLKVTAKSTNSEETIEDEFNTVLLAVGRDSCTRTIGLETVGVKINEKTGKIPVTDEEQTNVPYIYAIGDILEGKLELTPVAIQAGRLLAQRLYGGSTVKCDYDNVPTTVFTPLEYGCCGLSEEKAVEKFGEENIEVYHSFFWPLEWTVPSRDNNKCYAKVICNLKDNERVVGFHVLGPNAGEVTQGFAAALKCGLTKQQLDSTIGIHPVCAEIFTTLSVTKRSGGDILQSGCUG
#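 Rat TrxR1, dispensed at 90 nM, was prereduced with 400 uM NADPH (final) for 5 min at ~22 deg C, then incubated with compound 15 min before 400 uM selenite. A first-read NADPH fluorescence drop versus no-compound background flagged substrates.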
# USP1 inh = Inhibitors of USP1/UAF1: Primary Screen | AID 743255, 2014 | Potency, µM (highest dose often 57.1 µM), without a hit: at the top dose activity change, negative = inhibition, usual class: inhibitors | 0.23% of 390,000 active | recombinant USP1/UAF1, Ub-Rhodamine cleavage fluorescence; also: % is scaled to controls: 0 for no effect and ±100 for the full control effect; nearly all actives have a fitted effect of over 60% in size; inactives centre near -12
#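 High-throughput fluorogenic screen: 1nM USP1/UAF1 complex, Ub-Rho substrate 150nM final, 50mM HEPES pH 7.8 with 0.5mM EDTA, 0.1 mg/ml BSA, 1mM TCEP and 0.01% Tween-20.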
# TrxR1 inh = qHTS Assay for Inhibitors of Mammalian Selenoprotein Thioredoxin Reductase 1 (TrxR1): qHTS. Thioredoxin reductase 1, cytoplasmic (Rattus norvegicus), O89049. 1% of 390,000 active. Potency, µM (highest dose often 114 µM), for inactives: at the highest dose activity change, negative = inhibition, most hits filed as inhibitors. recombinant rTrxR1, NADPH fluorescence consumption, selenite substrate; also: % is scaled to controls: 0 for no effect and ±100 for the full control effect; nearly all actives have a fitted effect of over 65% in size
#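 Rat TrxR1 (90 nM in the dispensed reagent) was pre-reduced with 400 uM NADPH for 5 min at room temperature, then incubated with compound for 15 min. After 400 uM selenite was added, NADPH fluorescence (Ex 340/Em 450 nm) was followed for 8 min.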
# ALOX12 inh = Primary qHTS assay for inhibitors of human arachidonate 12S-lipoxygenase (ALOX12): Round 2; Polyunsaturated fatty acid lipoxygenase ALOX12 (Homo sapiens), P18054; 1.1% of 580,000 active; Potency, µM (series often up to 108 µM), inactives show at the highest dose activity change, negative = inhibition, usual class: inhibitors; purified 12hLO, xylenol orange hydroperoxide absorbance; AID 1671190, 2021; also: % is scaled to controls: 0 for no effect and ±100 for the full control effect
#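 Hydroperoxide product was detected by ferrous iron/xylenol orange as the 573 to 405 nm absorbance ratio. Arachidonic acid at 40 uM (final) was turned over for 30 min at room temperature by 150 nM human 12hLO, pH 7.0 Hepes buffer, after 15 min compound preincubation.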
# Vif-APOBEC3G blk = qHTS for Inhibitors of Vif-A3G Interactions: qHTS; DNA dC->dU-editing enzyme APOBEC-3G (Homo sapiens), Q9HC16; HeLa A3G-eYFP + Vif (tagged APOBEC3G with the HIV-1 protein that degrades it), YFP fluorescence, overnight; Potency, µM (doses to about 46.1 µM), without a hit: at the highest dose activity, negative = active, usual class: inhibitors; 0.076% of 410,000 active; AID 602310, 2012;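 also: % is scaled to controls: 0 for no effect and ±100 for the full control effect; nearly all actives have a fitted effect of over 60% in size; hits raise eYFP signal because A3G escapes Vif-driven loss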
# Target sequence (Q9HC16 whole entry, looked up): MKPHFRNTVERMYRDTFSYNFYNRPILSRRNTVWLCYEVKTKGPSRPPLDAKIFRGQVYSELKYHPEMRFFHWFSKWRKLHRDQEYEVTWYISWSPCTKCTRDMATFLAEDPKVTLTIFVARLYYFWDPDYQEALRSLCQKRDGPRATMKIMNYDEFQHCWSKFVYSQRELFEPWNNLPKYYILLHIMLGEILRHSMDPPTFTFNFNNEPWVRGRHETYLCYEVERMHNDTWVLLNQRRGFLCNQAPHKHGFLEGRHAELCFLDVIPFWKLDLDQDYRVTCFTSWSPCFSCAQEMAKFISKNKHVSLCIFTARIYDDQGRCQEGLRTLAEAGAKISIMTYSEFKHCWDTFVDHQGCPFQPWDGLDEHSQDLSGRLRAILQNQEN
#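 Read-out is eYFP fluorescence (Ex 488/Em 500-530) from Vif-expressing HeLa A3G-eYFP cells; more signal means A3G escaped Vif-mediated degradation. Cells plated overnight, compound pinned in, incubated overnight at 37 deg C.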
# RXFP1 agonist = qHTS Assay for Agonists of the Relaxin Receptor RXFP1 | Relaxin receptor 1 (Homo sapiens), Q9HBX9 | HEK293T-RXFP1 cAMP TR-FRET, 30 min; response scale: percent of porcine relaxin response, buffer zero | Potency, µM (titrated, usually from 57.5 µM), for inactives: at the top dose activation, usual class: activators | 0.3% of 370,000 active | AID 2676, 2010; also: % is scaled to controls: 0 for no effect and ±100 for the full control effect; nearly all actives have a fitted effect of over 60% in size; many of its hits are not listed in these tables
#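 Agonist response is measured as cAMP accumulation in an RXFP1-transfected HEK293T line under PDE4 inhibition. Values are scaled between buffer-only and 29 nM porcine relaxin, and EC50s come from standard Hill equation fits.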
# RGS4 inhibitor = Inhibitors of Regulator of G Protein Signaling (RGS) 4: qHTS. Regulator of G-protein signaling 4 (Homo sapiens), P49798. Transcreener GDP fluorescence polarization, RGS4-accelerated GTP hydrolysis. Potency, µM (doses to about 114 µM), inactives show top-dose activity change, negative = inhibition, actives largely listed as inhibitors. 0.039% of 390,000 active; also: % is scaled to controls: 0 for no effect and ±100 for the full control effect; nearly all actives have a fitted effect of over 75% in size; some results filed as inactive show a strong effect at the top dose
# Target sequence (P49798 whole entry, looked up): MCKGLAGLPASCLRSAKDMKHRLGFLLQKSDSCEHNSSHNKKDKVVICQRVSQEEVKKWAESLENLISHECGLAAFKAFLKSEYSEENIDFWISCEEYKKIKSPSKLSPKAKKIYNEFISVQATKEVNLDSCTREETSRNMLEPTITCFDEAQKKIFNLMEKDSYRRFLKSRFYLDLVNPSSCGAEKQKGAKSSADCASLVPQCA
#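 MLSMR compounds (23 nl, pin-transferred) preincubated 10 min at room temperature with a 500nM (2x) first reagent, then RGS4 at 900nM (2x) plus Transcreener GDP mix added; fluorescence polarization (620/688 nm) read before and after 90 min at 30 °C.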
# Starred values were filed as active, the others as inactive; u = inconclusive; x = not tested or not shown; [ ] = another dose, or the depositor's remark. Calls follow the shape of the dose curve; as a rule, active = well fitted curve in the direction sought with a large enough effect; inconclusive = small, poorly fitted or top-dose-only effect, or another doubt; inactive = no such curve, though single readings can be large; an effect the other way counts as inactive or inconclusive. Potency is read from the fitted curve at half-maximal effect. A portion of the library (hit frequency here may not be typical).
SMILES,Vif-APOBEC3F blk,mIDH1 inhibitor,TrxR1 substrate,USP1 inh,TrxR1 inh,ALOX12 inh,Vif-APOBEC3G blk,RXFP1 agonist,RGS4 inhibitor
O=C(CNc1ccccc1Cl)N/N=C1\CCCc2ccccc21,3%,2%,2%,-9%,28%,0%,0%,0.5%,26%
COc1ccc(CC(=O)Oc2cc(C)ccc2C)cc1,11%,4%,-3%,-10%,4%,-2%,-8%,1.7%,0%
Cc1cccc2sc(NNC(=O)c3ccc(S(=O)(=O)N4CCCC(C)C4)cc3)nc12 (configuration not stated),u,-10%,-3%[57.1 µM],-15%,14%[57.1 µM],u,-22%,-0.5%,-35%
Cc1ccc(OCCCC(=O)NC(C)c2ccccc2)cc1 (configuration not stated),-2%,2%,13%[57.1 µM],-12%,12%[57.1 µM],124%[activator],0%,0.7%,9%
O=C1c2ccccc2C(=O)N1CC1c2ccccc2CCN1C(=O)CN1CCOCC1 (configuration not stated),-2%,7%,-19%[57.1 µM],-10%,16%[57.1 µM],-7%,0%,1.8%,-23%
C=CCNC(=O)C1CC(=O)N(c2ccc(OCC(=O)N3CCCC3)cc2)C1 (configuration not stated),8%,10%,15%[57.1 µM],-17%,21%[57.1 µM],0%,-4%,-0.5%,4%
O=C(NCCOCc1ccccc1)C(c1ccccc1)c1ccccc1,9%,4%,13%,-13%,23%[57.1 µM],-8%,0%,2.5%,7%
CC1(C)C(C=C(Cl)Cl)C1C(=O)N1CCN(Cc2ccccc2)CC1 (configuration not stated),0%,-2%,0%[57.1 µM],-9%,-43%,u,0%,1.0%,18%
CCC(C(=O)OCC(=O)Nc1ccc(OC)cc1OC)c1ccccc1 (configuration not stated),1%,19%,0%[57.1 µM],-13%,13%[57.1 µM],0%,-1%,-1.1%,7%
O=C(O)c1nn(Cc2nc3ccccc3o2)c(=O)c2ccccc12,-3%,3%,4%[0.457 µM],-1%,2%,12%,0%,1.6%,3%
N#Cc1ccc(S(=O)(=O)N2CCc3[nH]c4ccc(F)cc4c3C2)cc1,21%,-2%,8%[11.4 µM],u,19%[11.4 µM],41%[activator],-11%,-0.5%,-19%
COc1cccc2[nH]c3c(N4CCc5ccccc5C4)ncnc3c12,u,9%,12%,-7%,14%[57.1 µM],x,-7%,0.9%,7%
Cc1cccc(NC(=O)CCc2c(C)nc3nc(CNC(=O)c4cccc(F)c4)nn3c2C)c1,-8%,-13%,2%,5%,5%,-19%,-3%,4.1%,-12%
COc1ccccc1NC(=O)c1cc2ccccc2o1,-4%,11%,-4%,-16%,7%,-10%,-4%,-0.6%,-2%
COc1cc(OC)c(C(=O)Nc2cccc3ccccc23)cc1OC,6%,3%,-2%,-12%,15%,4%,1%,-0.3%,15%
Cc1ccc(CNC(=O)c2nnc(CS(=O)(=O)c3ccccc3)o2)cc1,-26%,-4%,1%[57.1 µM],-3%,15%[57.1 µM],-22%,-7%,4.8%,15%
Cn1cc(/C=C(\NC(=O)c2ccccc2Cl)C(=O)N2CCOCC2)c2ccccc21,1%,8%,-8%,-16%,0%,-30%,0%,0.1%,6%
O=C(Nc1nnc(-c2ccc(Br)cc2)o1)c1cccc(N2C(=O)CCC2=O)c1,0%,4%,-11%,-24%,-10%,-3%,-6%,0.3%,15%
O=C(CCNC(=O)C1CCN(S(=O)(=O)c2ccc(F)cc2)CC1)NCc1ccc(Cl)cc1,5%,4%,2%,-3%,26%,5%,-1%,-0.3%,28%
CCc1ccccc1NC(=O)CSc1nnc(CCNC(=O)OC(C)(C)C)o1,-2%,7%,11%,-28%,30%,-7%,-9%,5.2%,22%
CCOC(=O)C1(CCOc2ccccc2)CCN(Cc2ccc(OC)c(COC)c2)CC1,3%,5%,-2%[57.1 µM],-21%,12%[57.1 µM],x,4%,0.7%,-5%
Cn1ncc(N=Cc2c(O)ccc3ccccc23)c1C(=O)N1CCOCC1,4%,7%,1%,-8%,3%,-3%,-1%,x,-19%
O=C(CCS(=O)(=O)Cc1ccccc1)N1CCN(Cc2ccccc2)CC1,-3%,7%,10%,-4%,7%,8%,-5%,-0.1%,-24%
Cc1ccccc1OCc1nnc(SC(C)C(=O)O)n1-c1ccccc1 (configuration not stated),-3%,1%,x,-19%,x,-18%,0%,x,x
O=c1c2c(nc3c(-c4cccc5ccccc45)c[nH]n13)CCC2,4%,0%,12%,-8%,11%,0%,-6%,4.3%,-3%
SMILES,Vif-APOBEC3F blk,mIDH1 inhibitor,TrxR1 substrate,USP1 inh,TrxR1 inh,ALOX12 inh,Vif-APOBEC3G blk,RXFP1 agonist,RGS4 inhibitor
COc1ccc(NC(=O)Cn2c(=O)n(CCc3ccccc3)c(=O)c3c4c(sc32)CCCC4)cc1,3%,2%,2%,-22%,17%,-17%,2%,0.4%,3%
COc1ccc(CCNC(=O)c2nnn(-c3cc(C)cc(C)c3)c2N)cc1OC,-10%,4%,5%,-12%,22%,-17%,4%,3.1%,20%
CCOc1cc(C(N)=O)cc(Br)c1OCc1ccccc1,-1%,1%,1%,-12%,37%,1%,-6%,0.8%,14%
O=C(N/N=C\c1cccc(F)c1)c1ccc(-c2ccccc2)cc1,-1%,-5%,2%,-10%,17%,0%,-2%,-1.4%,-2%
CCCN1CCC(N2CCCC(C(=O)O)C2)CC1 (configuration not stated),9%,0%,6%[57.1 µM],-19%,20%[57.1 µM],u,-2%,-0.8%,-10%
COc1ccc(C(CCNCc2ccc(OC)c(OC)c2)c2ccc(F)cc2)cc1 (configuration not stated),u,2%,8%[57.1 µM],u,11%[11.4 µM],9%,-1%,3.8%,0%
COc1ccc(CNc2ncnc3cc(OC)c(OC)cc23)cc1,0%,5%,-13%,-13%,4%[57.1 µM],0%,1%,2.8%,-16%[11.4 µM]
CCOc1ccc(C(C)=O)cc1COC(=O)c1ccc2c(c1)NC(=O)CS2,-3%,10%,2%,-19%,u,329%[activator],-11%,4.3%,-25%
OCC1(Cc2ccc(F)cc2F)CCCN(Cc2ccc(Cl)cc2)C1 (configuration not stated),-21%,13%,19%,-23%,40%[activator],u,-1%,-0.2%,0%
Cc1cc(N/N=C/c2cccc(F)c2)nc(NCc2ccccc2)n1,-6%,5%,8%[57.1 µM],-7%,13%,-34%,-3%,0.6%,-38%
Cc1ccc(O)c(NC(=S)NC(=O)Cc2ccc(Cl)cc2)c1,-21%,11%,11%,-11%,39%[activator],7%,2%,-3.3%,-12%
Cc1cc(=O)oc2cc(OCC(=O)NCCc3nc4ccccc4[nH]3)ccc12,-2%,-3%,6%,-9%,-2%,-3%,2%,0.8%,22%
Cc1ccc(C(=O)NNC(=O)Cc2ccccc2)cc1,0%,1%,2%[57.1 µM],0%,7%[57.1 µM],27%,-1%,1.8%,-28%
CCCC(C)NC(=O)CSc1nnc2ccccn12 (configuration not stated),u,2%,13%[57.1 µM],9%,34%[57.1 µM],-12%,0%,1.9%,-23%
CCOC(=O)c1cc(-c2ccccc2)n(CCC(=O)Nc2ccccc2CC)c1C,2%,0%,6%[57.1 µM],-9%,38%[activator][57.1 µM],-6%,1%,0.7%,-3%
COc1ccc(C(=O)NNC(=O)CSc2nc3c([nH]2)c(=O)n(C)c(=O)n3C)cc1,1%,9%,-2%,-9%,-6%,19%,-3%,8.6%,-12%
Cc1ccc(-n2ncc(C(=O)O)c2C2CCN(C(=O)OC(C)(C)C)CC2)cc1,-4%,7%,3%,-17%,3%,25%,0%,1.0%,-29%
CCOC(=O)N1CCC(n2c(SCC(=O)Nc3ccccc3OC)nc3ccccc3c2=O)CC1,5%,0%,2%,-19%,9%,-7%,7%,1.7%,11%
CCCN1Cc2cccc(C(=O)NCc3ccccc3OC)c2C1=O,3%,0%,-1%,-5%,-9%,-22%,0%,1.6%,-3%[56.9 µM]
O=C(/C=N/O)NCCN1CCCCC1,5%,-7%,15%,-23%,24%,22%,2%,1.8%,-1%
Cc1cccc(NC(=O)CSCc2cc(=O)n3nc(C4CC4)sc3n2)c1,7%,-5%,-6%,-12%,5%,-2%,0%,2.6%,-17%

# An excerpt from above, limited to TrxR1 substrate, RXFP1 agonist and RGS4 inhibitor.
Molecule | TrxR1 substrate | RXFP1 agonist | RGS4 inhibitor
COc1ccc(C(=O)NNC(=O)CSc2nc3c([nH]2)c(=O)n(C)c(=O)n3C)cc1 | -2% | 8.6% | -12%
Cc1ccc(-n2ncc(C(=O)O)c2C2CCN(C(=O)OC(C)(C)C)CC2)cc1 | 3% | 1.0% | -29%
CCOC(=O)N1CCC(n2c(SCC(=O)Nc3ccccc3OC)nc3ccccc3c2=O)CC1 | 2% | 1.7% | 11%
